# NCI-60 one-dose screen, 48 h, at 10 µM unless noted. Numbers give growth in % (100 = growth as untreated, 0 = no growth, -100 = all killed).
# OVCAR-3: OVCAR-3 ovarian cancer | 79,000 compounds, 7% hits | AID 1794787
# SF-539: SF-539 CNS cancer; 81,000 compounds, 6.8% hits; AID 1794752
# U251: U251 CNS tumor cells; 80,000 compounds, 5.4% hits; AID 1794753
# SNB-19: SNB-19 CNS cancer cells | 81,000 compounds, 2.5% hits | AID 1794751
# DU-145: DU-145 prostate cancer. 81,000 compounds, 4.2% hits. AID 1794760
# SF-268: SF-268 CNS cancer cells; 82,000 compounds, 3.1% hits; AID 1794759
# OVCAR-8: OVCAR-8 ovarian cancer. AID 1794782. 81,000 compounds, 4.4% hits
# PC-3: PC-3 prostate cancer cells. 80,000 compounds, 3.9% hits
# SF-295: SF-295 CNS cancer cells; 79,000 compounds, 5.6% hits
# * = called active by the depositor; nt = no result given; & = joins results of further samples. The calls were made as follows: active = growth percent below 10; inactive = the rest.
SMILES,OVCAR-3,SF-539,U251,SNB-19,DU-145,SF-268,OVCAR-8,PC-3,SF-295
CCOC(=O)c1cnn(CC(O)c2ccc(F)cc2)c1NC(=O)Nc1cccc(F)c1 (configuration not stated),98,98,92,94,87,89,88,67,72
O=C1/C(=C/c2ccc(B(O)O)cc2)Oc2ccccc21,104,99,95,94,115,96,96,85,104
Clc1cccc(Cl)c1/C=C/c1cc(/C=C/c2ccc(Br)cc2)c2ccccc2n1,111,96,101,93,110,110,101,96,99
CCOC(=O)C1=C(c2ccccc2)N=c2s/c(=C/c3ccc(Br)cc3)c(=O)n2C1c1ccc(O)c(OC)c1 (configuration not stated),91,93,81,84,96,75,83,69,98
CC1(c2ccccc2O)N=C(N)Nc2nc3ccccc3n21 (configuration not stated),126,107,105,114,131,107,105,102,119
CC1(C)C=C(C(=O)ON2C(=O)CCC2=O)C(C)(C)N1O,99,100,94,101,112,97,103,96,96
COC(=O)CCC/C=C\C[C@H]1C=CC(=O)/C1=C/C[C@@H](O)CCc1cccc(C(F)(F)F)c1,-63*,-14*,-84*,4.5*,2.5*,-2.4*,8.4*,-39*,-21*
O=C(O)CCS/N=N/c1nc2nc[nH]c(=O)c2[nH]1,104,99,106,110,101,97,99,102,102
CC(O)COC1CCCCC1 (configuration not stated),113,102,106,99,109,101,109,100,nt
CC(/C=C1\SC(=S)N(CCC(=O)NCC(=O)O)C1=O)=C\c1ccccc1,107,104,100,97,110,93,101,101,101
COc1cc(O)cc(C(=O)c2ccccc2)c1S(=O)(=O)O,112,118,102,108,117,114,101,96,107
CC(=O)Oc1cc([N+](=O)[O-])c2ncccc2c1,93,89,103,105,95,95,96,74,104
CCOC(=O)Nc1ccc2c(ccn2C(=O)c2cccc(F)c2)c1,nt,0.1*,26,28,29,66,44,42,20
Clc1cccc(C2Cc3cnccc3-c3[nH]c4ccncc4c32)c1 (configuration not stated),42,65,37,54,70,58,56,21,29
COc1ccc(-c2cc(-c3cccc(OCC(=O)O)c3)[nH]c(=O)c2C#N)cc1,117,80,99,93,109,100,100,97,93
N=C(N1CCCc2ccccc21)N1CCCc2ccccc21,109&102,98&101,126&104,93&99,118&115,103&99,123&109,75,93&88
CC[C@H](C)C(NC(=O)[C@@H](NC(=O)[C@@H]1CCCN1C(=O)CNC(=O)[C@H](C)NC(=O)OCc1ccccc1)C(C)C)C(=O)OC (some centres not stated),107,98,97,95,103,102,97,95,101
O=S(=O)(O)c1ccc2c3c(ccc(Cl)c13)CC2,112,97,105,107,111,102,97,101,102
COCC(=O)c1ccccc1,106,97,98,111,106,98,105,98,99
Cc1cc(N=Nc2cccc(S(=O)(=O)O)c2C)c(N)cc1N,110,112,95,117,93,109,101,91,109

# Given with two lines to a compound: part of the list above
# Below each compound: OVCAR-3 | SF-539 | U251 | SNB-19 | DU-145 | SF-268 | OVCAR-8 | PC-3 | SF-295
> COC(=O)CCC/C=C\C[C@H]1C=CC(=O)/C1=C/C[C@@H](O)CCc1cccc(C(F)(F)F)c1
 : -63* | -14* | -84* | 4.5* | 2.5* | -2.4* | 8.4* | -39* | -21*
> O=C(O)CCS/N=N/c1nc2nc[nH]c(=O)c2[nH]1
 : 104 | 99 | 106 | 110 | 101 | 97 | 99 | 102 | 102
> CC(O)COC1CCCCC1 (configuration not stated)
 : 113 | 102 | 106 | 99 | 109 | 101 | 109 | 100 | nt
> CC(/C=C1\SC(=S)N(CCC(=O)NCC(=O)O)C1=O)=C\c1ccccc1
 : 107 | 104 | 100 | 97 | 110 | 93 | 101 | 101 | 101
> COc1cc(O)cc(C(=O)c2ccccc2)c1S(=O)(=O)O
 : 112 | 118 | 102 | 108 | 117 | 114 | 101 | 96 | 107

# Remaining list, next part
SMILES,OVCAR-3,SF-539,U251,SNB-19,DU-145,SF-268,OVCAR-8,PC-3,SF-295
O=c1oc2ccccc2cc1-c1cc(CCc2ccccc2)cc(-c2cc3ccccc3oc2=O)n1,107,106,102,98,112,110,106,97,102
CC(=O)c1c(C)[nH]c2c1c(-c1ccc3c(c1Br)OCO3)nc1ccccc12,86,102,99,103,96,96,96,86,94
N#C/C(=C\c1ccc2ccccc2c1)c1cc2ccccc2[nH]1,7.9*,33,28,44,59,54,46,33,33
Cn1c(=O)c2cccnc2c(=O)n1C,103,101,nt,97,116,102,98,102,105
CCCSc1nc(Oc2ccc(/C=C3/SC(=O)NC3=O)cc2)c(C#N)c(-c2ccc(F)cc2)n1,nt,98,94,94,103,89,89,75,87
O=C(OC1CCCC1)C1(O)CCCCC1,109,103,101,109,105,103,104,96,92
Cc1ccc(S(=O)(=O)N[C@H]2CC[C@H]3[C@@H]4CCc5cc(O)ccc5[C@H]4CC[C@]23C)cc1,78,87,nt,98,77,70,62,60,88
Cc1ccc([C@H]2C(C(=O)c3ccc(Cl)cc3)C3(N[C@@H]2c2ccccc2)C(=O)Nc2ccc(Br)cc23)cc1 (some centres not stated),64,80,48,66,82,100,66,17,52
CSCCC(NC(=O)CN)C(=O)O (configuration not stated),105,117,105,114,105,101,104,98,101
COc1ccc(C(=O)n2nc(/C=C/c3ccc(O)c(OC)c3)cc2/C=C/c2ccc(O)c(OC)c2)cc1,1.0*,-24*,0.8*,13,17,6.5*,-5.2*,-9.3*,6.6*
CCOC(=O)c1cc(-c2ccc(Cl)cc2)n(-c2ccc(Cl)cc2Cl)c1C,115,106,91,94,96,91,94,97,100
CCOC(=O)c1sc(NCC(=O)Nc2ccccc2Cl)c(C(=O)OCC)c1C,108,95,97,96,104,103,100,98,110
C=CCNc1ccc2c3c(cccc13)C(=O)N(N1C(=O)c3cccc4cccc(c34)C1=O)C2=O,108,100,95,99,109,98,100,106,102
CCO/C=N/C1=C(C#N)C(c2ccc(F)cc2)c2sc3c(C)cccc3c2O1 (configuration not stated),-6.5*,-10*,22,18,12,38,24,15,-6.9*
Cc1occc1-c1nc2s/c(=C/c3ccc(-c4cc(Cl)cc(Cl)c4)o3)c(=O)n2n1,nt,94,98,99,110,100,87,89,97
FC(F)(F)c1ccc(-c2nc(-c3nc4ncccc4[nH]3)cc3c2[nH]c2ccccc23)cc1,99,91,98,90,98,81,96,86,89
N=c1sc2ccccc2n1CC(=O)O,114,101,92,101,110,99,4.8*,93,98
O=C1C=CN2CC=CCC2C1[C@H](O)c1ccc(Br)cc1 (some centres not stated),102,96,99,114,100,96,106,91,101
Nc1nc2ccc(-c3nc4ccc5[nH]ncc5c4c4c3CCC4)cc2s1,39,4.0*,34,43,16,38,29,23,14
COC(=O)c1c(Nc2ncnc(Nc3cc(OC)c(OC)c(OC)c3)n2)ccc2c1OCCO2,121,92,92,100,117,116,96,93,101
COc1ccc2c(c1)/C(=C1/S/C(=N/c3nnc(C)s3)NC1=O)C(=O)N2Cc1ccc(Br)cc1,29,43,14,25,42,36,38,22,15
CCN1CC2(S/C(=N\Nc3ccccc3)N(C)C2=O)C2(C1)C(=O)N(C)c1ccccc12 (configuration not stated),nt,104,98,88,109,93,100,94,101
COc1ccccc1-c1c(-c2ccc(Cl)cc2)c2cc3c(cc2[nH]c1=O)OCCO3,65,88,75,95,84,68,69,42,58
Cc1ccc(C(=O)Nn2c(NCC(=O)N3c4ccccc4Sc4ccccc43)nnc2-c2ccc(O)cc2)cc1,134,107,95,100,124,114,98,91,103
Clc1ccc(/C=C/c2nc(N3CCOCC3)c3cc(Cl)c(Cl)cc3n2)cc1,nt,93,88,94,98,96,89,82,74
COc1ccc(O)c(N=Nc2nccs2)c1,40,97,54,95,95,68,52,67,103
C=CC(C)(O)CCC=C(C)C (configuration not stated),111,95,102,103,112,100,97,93,115
O=S(=O)(NCCCNc1cc(-c2c(-c3cccc(O)c3)nc3sccn23)ccn1)c1ccc(Cl)cc1,85,102,92,95,98,80,77,78,104
Brc1ccc(/C=C(/C2=NCCN2)n2cnc3ccccc32)cc1,nt,97,99,93,91,96,97,85,99
O=C(O)c1cc(Cl)ccc1Nc1ccc2nnc(-c3ccncc3)n2n1,90,103,89,93,80,90,77,95,nt

# Another view of seven compounds above:
Compound	OVCAR-3	SF-539	U251	SNB-19	DU-145	SF-268	OVCAR-8	PC-3	SF-295
Cc1ccc(C(=O)Nn2c(NCC(=O)N3c4ccccc4Sc4ccccc43)nnc2-c2ccc(O)cc2)cc1	134	107	95	100	124	114	98	91	103
Clc1ccc(/C=C/c2nc(N3CCOCC3)c3cc(Cl)c(Cl)cc3n2)cc1	nt	93	88	94	98	96	89	82	74
COc1ccc(O)c(N=Nc2nccs2)c1	40	97	54	95	95	68	52	67	103
C=CC(C)(O)CCC=C(C)C (configuration not stated)	111	95	102	103	112	100	97	93	115
O=S(=O)(NCCCNc1cc(-c2c(-c3cccc(O)c3)nc3sccn23)ccn1)c1ccc(Cl)cc1	85	102	92	95	98	80	77	78	104
Brc1ccc(/C=C(/C2=NCCN2)n2cnc3ccccc32)cc1	nt	97	99	93	91	96	97	85	99
O=C(O)c1cc(Cl)ccc1Nc1ccc2nnc(-c3ccncc3)n2n1	90	103	89	93	80	90	77	95	nt

# 3 compounds from above, reduced to DU-145 and SNB-19:
Structure	DU-145	SNB-19
C=CC(C)(O)CCC=C(C)C (configuration not stated)	112	103
O=S(=O)(NCCCNc1cc(-c2c(-c3cccc(O)c3)nc3sccn23)ccn1)c1ccc(Cl)cc1	98	95
COc1ccc(O)c(N=Nc2nccs2)c1	95	95

# (further entries)
SMILES,OVCAR-3,SF-539,U251,SNB-19,DU-145,SF-268,OVCAR-8,PC-3,SF-295
O=S(=O)(c1ccc(Br)cc1)c1ccc(Br)cc1,97,111,61,110,96,94,108,99,106
COc1ccc2[nH]c(=O)cc(C)c2c1,105,98,92,104,102,104,99,98,103
O=S(=O)(Oc1ccc(-c2ccc3sccc3c2)cc1)C1CCCCC1,108,108,97,107,109,110,107,62,95
CSc1c(-c2nc3ccccc3s2)c(N)nc2c(C#N)c(Nc3ccccc3)nn12,nt,93,96,102,98,95,99,92,103
CCOC(=O)C(C)(F)C#N (configuration not stated),109,98,97,95,107,100,100,86,94
CN(C)c1ccc(N=C2C=CC(=O)C=C2)cc1,-15*,65,77,84,112,101,82,64,95
CC(C)NC(=O)c1cc(-c2ccc(NC(=O)Nc3ccc(N4CCOCC4)c(C(F)(F)F)c3)cc2)nc2cccnc12,nt,21,47,63,79,77,64,45,1.2*
C=CCCCCCCCCC1OCC(C)(C)C(C(C)C)O1 (configuration not stated),112,105,98,108,111,100,111,100,102
COc1cc(/C=C/C(=O)c2c(C)nc3ccccc3c2C)ccc1OCCCN1CCN(C(=O)c2ccco2)CC1,98,93,78,99,91,87,74,88,78
COC(=O)[C@H]1Cc2c([nH]c3ccccc23)[C@H](c2ccc3c(c2)OCO3)N1,100,93,97,96,101,96,103,93,100
O=C(O)c1cccc2ccccc12,108,102,103,109,114,100,115,95,120
COc1cc2ncn3c(=O)c4c5c(sc4nc3c2cc1OC)CCCC5,100,99,99,93,105,94,107,88,101
O=C(/C=C/c1ccc(Cl)nc1)c1ccc(Cl)cc1Cl,79,107,64,88,108,102,96,101,91
CCS(=O)(=O)N[C@@H]1O[C@H](COC(C)=O)C(OC(C)=O)[C@H](OC(C)=O)C1OC(C)=O (some centres not stated),101,95,98,115,105,94,99,102,111
Cc1ccc2c(c1)=C/C(=C\c1cc(-c3ccccc3)oc1O)C(=O)N=2,97,101,109,107,104,92,104,96,93
O=C1Nc2ccc(Cl)cc2/C1=C/c1cccc(OCc2ccccn2)c1,-36*,-64*,-91*,0.8*,6.0*,4.2*,-43*,-9.7*,-42*
CCN1CCCC1CNC(=O)c1cc(S(=O)(=O)CC)c(N)cc1OC (configuration not stated),100,102,101,107,116,100,100,85,93
N#CCC(=O)Nc1nnc(-c2ccc(Cl)cc2)o1,109,99,104,103,109,96,104,98,99
CC(=O)O[C@]1(C(C)=O)CC[C@H]2[C@@H]3C=C(Cl)C4=CC(=O)CC[C@]4(C)[C@H]3CC[C@@]21C,121,102,106,98,122,111,101,96,113
Cn1c(=O)cc(OCC(=O)N/N=C/c2ccccc2)c2ccccc21,112,95,99,101,114,99,98,94,106
O=c1[nH]c2nc(S(=O)(=O)O)nc(S(=O)(=O)O)c2[nH]1,114,101,105,110,107,106,106,94,121
Cc1ccc(S(=O)(=O)NC(=O)CCC(=O)Nc2ccc(Oc3ccccc3)cc2)cc1,105,109,106,98,112,105,107,100,99
CCOC(=O)C/C=C/CC(=O)OCC,113,107,85,105,114,114,107,90,96
COc1ccc(C(=O)c2c(N)nc3n2CCCCC3)cc1OC,106,nt,101,108,110,100,120,92,103
Cn1c(=O)[nH]c2nc(N)[nH]c(=O)c21,99,100,nt,104,104,102,nt,106,105
CC(C)N(CCC#N)C(N)=O,111,96,94,102,109,102,100,87,97
Cc1cccc(N2CCN(CC(O)COc3ccccc3Cl)CC2)c1 (configuration not stated),119,100,104,93,129,114,97,102,71
CC(NC(=O)c1ccccc1)C(=O)O (configuration not stated),114&102,110&102,102&96,106&108,123&110,120&98,112&100,100&100,106
ClCCCCOC1CCCCO1 (configuration not stated),105,111,100,127,111,100,105,104,99
COc1ccc2c(c1)O/C(=C\c1cccc(OCC(=O)c3ccc([N+](=O)[O-])cc3)c1)C2=O,111,96,85,96,119,99,74,77,63
NC(=S)N/N=C(\c1ccc(Br)cc1)C1CC1,37&38,100&99,93,108,107&97,103&97,83,62&84,82&93
CC(C)(C)OC(=O)CCC(NC(=O)OCC1c2ccccc2-c2ccccc21)C(=O)NC(Cc1c[nH]c2ccccc12)C(=O)NC(CCCCNC(=O)OC(C)(C)C)C(=O)N1CCCC1C(=O)NCC(N)=O (configuration not stated),107,102,96,95,107,112,98,81,101
O=C(Nc1nc(-c2ccc(F)cc2)cc(-c2ccc(Cl)cc2)n1)c1ccncc1,88,99,86,83,94,88,99,79,96
O=C(CSc1nnc2n1N=C(c1ccc(Cl)cc1)CS2)c1ccc(F)cc1,103,97,98,87,96,81,89,84,103
O=c1c2ccccc2nc(SCc2n[nH]c(=S)n2Cc2ccccc2)n1CCc1ccccc1,104,106,nt,93,110,104,95,88,nt

# Assay outcomes deposited in PubChem BioAssay by NCI.
